Compound activity as filed in PubChem.
FN deposit inh = inhibitors of fibronectin matrix deposition, primary screen, AH1F cells, Alexa488-fibronectin fluorescence, plate reader | inhibition, % at 12.6 µM | AID 743247, 2014 | 350,000 compounds, 0.086% hits | AH1F fibroblasts, overnight;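 active = mean inhibition across replicates of 30% or more, regardless of how many single replicates reach that level; inconclusive = mean under 30% yet at least half of replicates reach 30%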;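 also: positive control wells lacked labelled fibronectin entirely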
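Schedule: 1 h cell adhesion before compound, then overnight fibronectin incubation; test system: AH1F fibroblast monolayer depositing Alexa488-labelled fibronectin into matrix; quantity: 10000 AH1F cells per well; probe or stimulus: fluorescent fibronectin at 24 nM final; signal: fluorescence, ex 485 nm, em 525 nm; evaluation: percent inhibition as loss of matrix-bound fibronectin fluorescence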
INS-1E GSIS act = GLuc luminescence reporter in INS-1E cells, primary screen for activators of glucose-dependent secretion of insulin; activation, % at 16.6 µM; 370,000 compounds, 0.61% hits; INS-1E GLuc reporter insulin secretion, 2-3 h;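 active = lowest replicate activation of at least 40%, so every replicate reaches that level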;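 also: 0% = median of neutral control wells and 100% = median of IBMX positive control wells; some compounds called inactive have numbers as strong as hits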
PAX8 inh HTS = inhibitors of PAX8-driven TPO luciferase reporter, primary screen, RMG-I cells, single concentration; SteadyGlo, 24 h; inhibition, % at 12.6 µM; 360,000 compounds, 1.2% hits; AID 652154, 2013;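 active = mean replicate inhibition at least 60% with every replicate also reaching 60%; inconclusive = only one of the two criteria is met; inactive = mean below 60% and not all replicates reaching 60%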;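 also: luciferase light reporting Pax8 driven TPO promoter activity; plate controls were median of neutral control wells for no effect and mitoxantrone controls for full effect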
EWS-Fli inh = EWS/Fli-driven NR0B1 reporter inhibitors, primary screen, A673 cells, NR0B1 luciferase, luminescence, MLPCN library. viability-normalised. inhibition, % at 12.6 µM. 350,000 compounds, 0.67% hits. AID 651661, 2012;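 active = mean inhibition of at least 50% after viability correction, with every replicate also passing that limit; inconclusive = mean reaches 50% but only one of two replicates passes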;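 also: firefly luciferase signal divided by Alamar Blue viability fluorescence both relative to DMSO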
CFTR F508del cor = F508del CFTR correction, initial screen, CFBE line, single point; CFBE cells, YFP halide quenching; stimulated with forskolin plus potentiator P3; % fluorescence drop versus neutral controls; activity (quench increase), % at 7.58 µM; 350,000 compounds, 0.36% hits; AID 720511, 2013;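 active = mean added fluorescence quench of at least 8% versus neutral control, with both replicates also reaching 8%; inconclusive = only one of the mean or replicate conditions met; inactive = mean below 8% and not both replicates reaching 8%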;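 also: cells transiently co-express mutant CFTR-F508del with the halide-sensitive YFP; corrector assay measuring rescue of mutant channel to the surface after 24 h compound exposure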
DENV2 CPE = inhibitors of DENV2 cytopathic effect, primary screen, cell-based, plate reader, single concentration. 350,000 compounds, 1.7% hits. AID 651640, 2012. CPE inhibition, % at 9.99 µM. DENV2-infected cells, cytopathic effect rescue; in the data active = CPE inhibition above about 20%, passing the limit was not always enough; inconclusive = no clear call, values can overlap the other calls; tested in BHK-21 cells;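 also: 0% = median of neutral control wells and 100% = median of positive control wells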
miR122 inh = miR-122 Renilla sensor signal increase in Huh7, primary screen, miR-122 inhibitor project, cell-based, single point, plate reader; Huh7 miR-122 Renilla luciferase sensor, 48 h; neutral wells = 0, positive control = 100; activation (reporter increase), % at 12.5 µM; 340,000 compounds, 0.3% hits; AID 602342, 2012;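 active = mean replicate activation score at least 90 and every replicate individually at or above 90; inconclusive = only one of the two criteria met; inactive = neither criterion met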;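 also: higher luciferase means less miR-122 activity so hits act as miR-122 inhibitors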
Numbers without * were called inactive; [ ] = remark or other dose.

How did c1ccc(CCc2cn(C[C@H]3CC[C@@H]([C@@H]4CC[C@H](Cn5cc(CCc6ccccc6)nn5)O4)O3)nn2)cc1 do in these assays?
FN deposit inh: 7; INS-1E GSIS act: -4; PAX8 inh HTS: -1; EWS-Fli inh: 5; CFTR F508del cor: -2.2; DENV2 CPE: -3; miR122 inh: 1

What do the screens show for `CCOc1ccc2[nH]c(=O)c(C(c3nnnn3Cc3ccco3)N3CCN(C)CC3)cc2c1` (stereo not given)?
INS-1E GSIS act: 6; PAX8 inh HTS: -6; EWS-Fli inh: 3; CFTR F508del cor: 2.0; DENV2 CPE: 4

Results for CCOc1ccc(CCNC(=O)CCn2nc(C)c3c(C)n(-c4ccccc4)nc3c2=O)cc1 ?
FN deposit inh: -3; INS-1E GSIS act: -14; PAX8 inh HTS: 20; CFTR F508del cor: 0.1; DENV2 CPE: 4; miR122 inh: -1

Results for S=C(Nc1ccc(Oc2ccccc2)cc1)NC1CCCCCC1 ?
FN deposit inh: -4; INS-1E GSIS act: -41; PAX8 inh HTS: 9; miR122 inh: 18

What do the screens show for `C[C@@H]1CN([C@@H](C)CO)C(=O)c2cc(NC(=O)Cn3cnnn3)ccc2O[C@H]1CN(C)C(=O)Nc1ccc(C(F)(F)F)cc1`?
INS-1E GSIS act: -8; EWS-Fli inh: -2; CFTR F508del cor: -0.5; DENV2 CPE: inconclusive; miR122 inh: -2[16.7 µM]

What do the screens show for `CC(C)CC#Cc1cnc2c(c1)C(=O)N([C@H](C)CO)C[C@@H](C)[C@H](CN(C)C(=O)C1CCOCC1)O2`?
INS-1E GSIS act: 1; EWS-Fli inh: -5; CFTR F508del cor: 0.4; DENV2 CPE: 38*; miR122 inh: 4[16.7 µM]

What do the screens show for `CSc1cccc(NC(=O)CNC(=O)C2CCCCC2)c1`?
FN deposit inh: -28; INS-1E GSIS act: 2; PAX8 inh HTS: 6; EWS-Fli inh: -1; CFTR F508del cor: -0.7; DENV2 CPE: 4

How did O=C(CN(Cc1ccccc1F)S(=O)(=O)c1ccc(Cl)cc1)NCC1CCCO1 (stereo not given) do in these assays?
FN deposit inh: 1; INS-1E GSIS act: 13; PAX8 inh HTS: 22; EWS-Fli inh: 4; CFTR F508del cor: -2.4; DENV2 CPE: 4; miR122 inh: -3

What do the screens show for `COc1cc(NS(=O)(=O)c2ccc(NC(=S)NC(=O)c3ccc(F)cc3)cc2)nc(OC)n1`?
FN deposit inh: -2; INS-1E GSIS act: 23; PAX8 inh HTS: 7; EWS-Fli inh: 4; CFTR F508del cor: -0.1; DENV2 CPE: 8

Results for COc1ccc2nc(NC(=S)N(C)C)sc2c1 ?
FN deposit inh: 5; INS-1E GSIS act: 0; miR122 inh: -1

What do the screens show for `CC(=O)Nc1ccc(S(=O)(=O)NCC(=O)OCc2ccccc2)cc1`?
FN deposit inh: 11; INS-1E GSIS act: -37; PAX8 inh HTS: 27; EWS-Fli inh: 1; CFTR F508del cor: -1.4; DENV2 CPE: inconclusive; miR122 inh: -1

What do the screens show for `N#C[C@@H]1[C@@H](c2ccccc2-c2ccccc2F)[C@@H](CO)N1C(=O)c1ccccn1`?
FN deposit inh: -1; INS-1E GSIS act: 1; PAX8 inh HTS: -27; EWS-Fli inh: 28; CFTR F508del cor: -2.7; DENV2 CPE: 0

How did COc1ccc(NC(=O)COC(=O)C2CC3C=CC2C3)cc1 (stereo not given) do in these assays?
FN deposit inh: 0; INS-1E GSIS act: -13; PAX8 inh HTS: -2; EWS-Fli inh: -4; CFTR F508del cor: -1.7; DENV2 CPE: 11

Results for CN(C)S(=O)(=O)c1ccc(Cl)c(C(=O)NCc2ccco2)c1 ?
INS-1E GSIS act: -11; EWS-Fli inh: 14; CFTR F508del cor: -1.0; DENV2 CPE: 0; miR122 inh: 5

How did O=[N+]([O-])c1cc(S(=O)(=O)N2CCCCCC2)ccc1Cl do in these assays?
FN deposit inh: -1; INS-1E GSIS act: -9; PAX8 inh HTS: -12; EWS-Fli inh: 38; CFTR F508del cor: 1.3; DENV2 CPE: 7

What do the screens show for `N/C(Cc1ccc([N+](=O)[O-])cc1)=N\OC(=O)Cc1ccccc1`?
FN deposit inh: 6; INS-1E GSIS act: -5; PAX8 inh HTS: -10; EWS-Fli inh: 1; CFTR F508del cor: -1.6; DENV2 CPE: -1

How did O=C(NCCN1C(=O)C2C3C=CC(C3)C2C1=O)NCc1ccccc1 (stereo not given) do in these assays?
FN deposit inh: -1; INS-1E GSIS act: 8; PAX8 inh HTS: -4; EWS-Fli inh: 1; CFTR F508del cor: 3.2; DENV2 CPE: 8

What do the screens show for `C[C@H]1CN([C@@H](C)CO)C(=O)c2cc(NC(=O)Nc3cccc4ccccc34)ccc2O[C@H]1CN(C)Cc1ccc2c(c1)OCO2`?
INS-1E GSIS act: -14; PAX8 inh HTS: 27; EWS-Fli inh: 22; CFTR F508del cor: 1.2; DENV2 CPE: 2; miR122 inh: -1[16.7 µM]

Results for CN(C)C(=O)C[C@H]1C=C[C@H](NC(=O)C2CCOCC2)[C@H](CO)O1 ?
FN deposit inh: 1; INS-1E GSIS act: 4; EWS-Fli inh: 2; CFTR F508del cor: 0.0; DENV2 CPE: -3

How did CC1=NCCN1CCNC(=O)Nc1cc(C)cc(C)c1 do in these assays?
FN deposit inh: 0; INS-1E GSIS act: 3; PAX8 inh HTS: -8; EWS-Fli inh: 0; CFTR F508del cor: 2.0; DENV2 CPE: -1; miR122 inh: -6

Results for CN1CCN(C(=O)C[C@@H]2C[C@@H]3c4cc(NS(=O)(=O)c5ccc(F)cc5)ccc4O[C@@H]3[C@H](CO)O2)CC1 ?
FN deposit inh: -1; INS-1E GSIS act: 2; PAX8 inh HTS: -9; EWS-Fli inh: -5; CFTR F508del cor: 1.3; DENV2 CPE: -6; miR122 inh: 5[16.7 µM]

What do the screens show for `O=C(NCc1ccc2c(c1)OCO2)c1ccccc1Cl`?
FN deposit inh: -5; INS-1E GSIS act: 13; PAX8 inh HTS: -21; EWS-Fli inh: -26; DENV2 CPE: 6; miR122 inh: -6

Results for CC1CCN(c2ccc(NC(=O)Cc3ccccc3)cc2)CC1 ?
FN deposit inh: -1; INS-1E GSIS act: 20; PAX8 inh HTS: -69; EWS-Fli inh: -69; CFTR F508del cor: 2.3; DENV2 CPE: 6

How did CCOC(=O)N1N=C(CC)CC1(O)C(F)(F)F (stereo not given) do in these assays?
FN deposit inh: -7; PAX8 inh HTS: -9; miR122 inh: 9

What do the screens show for `CCc1nc2ccccc2c(=O)n1/N=C/c1ccc(Cl)cc1`?
FN deposit inh: 2; INS-1E GSIS act: 11; PAX8 inh HTS: -30; EWS-Fli inh: -5; CFTR F508del cor: 2.0; DENV2 CPE: 2

How did Cc1cccc(-c2ccc([C@@H]3[C@@H](CO)N4CCCCN(CCC(F)(F)F)C[C@@H]34)cc2)c1 do in these assays?
INS-1E GSIS act: 16; PAX8 inh HTS: -1; EWS-Fli inh: 20; CFTR F508del cor: -3.2; DENV2 CPE: -8; miR122 inh: -1[16.7 µM]

What do the screens show for `O=S(=O)(c1ccc2c(c1)OCCO2)N1C[C@@H]2C[C@H]1CN2S(=O)(=O)c1c(F)cccc1F`?
FN deposit inh: 8; INS-1E GSIS act: 6; PAX8 inh HTS: -3; EWS-Fli inh: 8; CFTR F508del cor: -2.9; DENV2 CPE: -2; miR122 inh: -3

What do the screens show for `C#CCN(C(=O)Nc1ccccc1)c1ccccc1`?
FN deposit inh: 2; INS-1E GSIS act: -1; PAX8 inh HTS: -16; miR122 inh: 8

Results for O=C(NCCCN1CCOCC1)/C(=C/c1cccnc1)NC(=O)c1ccccc1 ?
FN deposit inh: -6; INS-1E GSIS act: 3; PAX8 inh HTS: -6; EWS-Fli inh: -11; CFTR F508del cor: -3.8; DENV2 CPE: 1

What do the screens show for `O=C(c1ccc(Cl)cc1)N1CCCC(C(=O)N2CCCCC2)C1` (stereo not given)?
FN deposit inh: 5; INS-1E GSIS act: 3; PAX8 inh HTS: -24; CFTR F508del cor: 1.6; DENV2 CPE: 14; miR122 inh: -4

Two records drawn at random from the list so far, as already listed:
Results for O=C(NCCCN1CCOCC1)/C(=C/c1cccnc1)NC(=O)c1ccccc1 ?
FN deposit inh: -6; INS-1E GSIS act: 3; PAX8 inh HTS: -6; EWS-Fli inh: -11; CFTR F508del cor: -3.8; DENV2 CPE: 1

Results for CN1CCN(C(=O)C[C@@H]2C[C@@H]3c4cc(NS(=O)(=O)c5ccc(F)cc5)ccc4O[C@@H]3[C@H](CO)O2)CC1 ?
FN deposit inh: -1; INS-1E GSIS act: 2; PAX8 inh HTS: -9; EWS-Fli inh: -5; CFTR F508del cor: 1.3; DENV2 CPE: -6; miR122 inh: 5[16.7 µM]

(further entries)
Results for COC(=O)C(CC(C)C)NC(=O)/C=C/c1ccc(Cl)cc1 (stereo not given) ?
FN deposit inh: 0; INS-1E GSIS act: -14; PAX8 inh HTS: 7; EWS-Fli inh: -9; DENV2 CPE: 8; miR122 inh: -4

How did CCc1ccc(-c2nc3ccc(Br)cc3c(C(=O)O)c2C)s1 do in these assays?
FN deposit inh: 1; INS-1E GSIS act: -9; PAX8 inh HTS: 4; EWS-Fli inh: -9; CFTR F508del cor: -2.1; DENV2 CPE: 5

Results for CC[C@H](C)[C@H]1CNC(=S)N1CC1CCN(CCC23CC4CC(CC(C4)C2)C3)CC1 ?
FN deposit inh: -8; INS-1E GSIS act: 49; PAX8 inh HTS: -13; EWS-Fli inh: 14; CFTR F508del cor: 3.1; DENV2 CPE: -3; miR122 inh: 2

How did O=[N+]([O-])c1cccc(-c2nnc3cccc(Cl)n23)c1 do in these assays?
FN deposit inh: 10; INS-1E GSIS act: 52; PAX8 inh HTS: -1; EWS-Fli inh: -2; CFTR F508del cor: 2.3; DENV2 CPE: 0; miR122 inh: -10

Results for C[C@H](CO)N1C[C@H](C)[C@@H](CN(C)Cc2ccc(C(=O)O)cc2)OCCCC[C@H](C)Oc2ccc(NC(=O)CCCN(C)C)cc2C1=O ?
INS-1E GSIS act: 17; PAX8 inh HTS: -50; EWS-Fli inh: 0; CFTR F508del cor: -0.3; DENV2 CPE: 5

How did O=C(CN1C(=O)CCSc2ccc(S(=O)(=O)N3CCOCC3)cc21)Nc1cccc(F)c1 do in these assays?
FN deposit inh: 5; INS-1E GSIS act: -8; PAX8 inh HTS: 3; CFTR F508del cor: -1.4; DENV2 CPE: -8; miR122 inh: -3

How did O=C(O)CCN1C(=O)c2ccc(NC(=O)CSc3ccccc3)cc2C1=O do in these assays?
FN deposit inh: -7; INS-1E GSIS act: 5; PAX8 inh HTS: 2

What do the screens show for `COC(=O)c1nn(-c2ccccc2)c(Cl)c1/C=N/O`?
FN deposit inh: 1; INS-1E GSIS act: 14; PAX8 inh HTS: 4; EWS-Fli inh: 46; CFTR F508del cor: -0.4; DENV2 CPE: 11

What do the screens show for `COc1cc(SC)ccc1C(=O)N(Cc1ccccc1)c1ccccn1`?
FN deposit inh: -6; INS-1E GSIS act: -13; PAX8 inh HTS: 8; EWS-Fli inh: -2; CFTR F508del cor: -0.9; DENV2 CPE: -4; miR122 inh: 60

What do the screens show for `CC(=O)Nc1c(-c2ccc3ccccc3c2)nc2ccccn12`?
FN deposit inh: 6; INS-1E GSIS act: -2; PAX8 inh HTS: -26; EWS-Fli inh: -60; CFTR F508del cor: 1.3; DENV2 CPE: -2; miR122 inh: 0

Results for O=C(c1ccc(Cl)c(S(=O)(=O)N2CCOCC2)c1)N(c1ccccn1)C1CCCCC1 ?
FN deposit inh: -4; INS-1E GSIS act: -7; PAX8 inh HTS: 7; EWS-Fli inh: 3; CFTR F508del cor: 2.7; DENV2 CPE: -6; miR122 inh: 10
